Runt-CBFb FRET: Runt domain-CBFb interaction inhibition. Q01196+Q13951. Cerulean-Runt/Venus-CBFb FRET ratio 530/480, 1 h. inhibition, % at 20 µM. 220,000 tested, 0.46% active;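 active means inhibition over about 50% at 20 µM in the single-dose screen, limit read from the data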;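 further: 0% = DMSO wells and 100% = excess unlabeled CBFb competitor control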
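Measured by: fluorescence energy transfer, 422 nm excitation, 530/480 nm emission; Assay system: Cerulean-Runt domain; Medium: Tris pH 7.5 buffer with BSA; Measure: loss of energy transfer signal; Controls: 5 µM unlabeled CBFb as full-inhibition high control; Incubation: protein complex preformed 1 h, compound exposure 1 h, room temperature, dark.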
Furin inhibitor: human furin inhibition; purified furin, fluorogenic substrate cleavage; P09958; 220,000 tested, 0.061% active; AID 463115; inhibition, % at 30 µM; in the data active means inhibition above about 25%; further: inactives centre near -15
p47phox inh: p47phox (human) inhibition. P14598. p47phox/p22phox peptide binding, fluorescence polarization, 2 h. inhibition, % at 24.7 µM. 220,000 tested, 0.53% active. AID 1274;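 active means inhibition above about 30%, limit read from the data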;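 further: 0% = p47phox with labelled peptide and 100% = labelled peptide alone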
Target sequence (P14598 whole entry, looked up): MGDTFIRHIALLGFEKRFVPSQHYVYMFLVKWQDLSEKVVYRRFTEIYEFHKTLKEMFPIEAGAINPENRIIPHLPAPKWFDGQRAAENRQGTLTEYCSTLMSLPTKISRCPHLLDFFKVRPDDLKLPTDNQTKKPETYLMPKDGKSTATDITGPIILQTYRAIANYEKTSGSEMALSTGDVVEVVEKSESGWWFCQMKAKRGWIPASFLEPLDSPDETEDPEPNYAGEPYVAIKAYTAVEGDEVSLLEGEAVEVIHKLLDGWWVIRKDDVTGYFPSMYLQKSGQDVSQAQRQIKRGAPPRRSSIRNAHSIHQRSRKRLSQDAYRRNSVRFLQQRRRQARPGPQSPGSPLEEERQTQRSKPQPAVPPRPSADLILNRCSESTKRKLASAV
p97 inhibitor: inhibitors of human p97 ATPase; recombinant p97 ATPase, Kinase-Glo ATP luminescence, 3 h; inhibition, % at 8 µM; 220,000 tested, 0.42% active; in the data active means inhibition above about 15%;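 further: 0% = DMSO vehicle and 100% = wells lacking enzyme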
RBBP9 inhibitor: blocks human serine hydrolase RBBP9 | recombinant RBBP9, FP-Rh probe fluorescence polarization | inhibition, % at 7.94 µM | O75884 | 220,000 tested, 0.2% active;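 active means inhibition above the campaign mean of all tested compounds plus 3 SD, cut at about 14% in these data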;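 further: plate controls were DMSO wells with RBBP9 for no effect and wells lacking RBBP9 protein for full effect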
Target sequence (O75884 whole entry, looked up): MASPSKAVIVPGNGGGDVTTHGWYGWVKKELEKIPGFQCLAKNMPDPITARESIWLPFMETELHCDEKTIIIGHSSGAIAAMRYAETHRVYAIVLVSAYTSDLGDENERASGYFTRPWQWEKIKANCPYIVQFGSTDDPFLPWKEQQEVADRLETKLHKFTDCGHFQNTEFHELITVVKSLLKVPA
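Controls: DMSO-treated enzyme wells and wells lacking RBBP9 | Material: RBBP9 protein | Technique: Fluorescence polarization | Replication: Single well per compound, no replicates | Buffer or medium: Tris-NaCl-Pluronic buffer, pH 8.0 | Timing: 30 min compound preincubation, 45 min probe labeling, 25 °C | Read-out basis: Percent inhibition from mP, scaled between DMSO and no-protein wells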
Tb hexokinase: T. brucei hexokinase 1 inhibition; recombinant TbHK1, G6PDH-coupled NADH A340; AID 1430; 220,000 tested, 0.11% active; inhibition, % at 10 µM;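 active means inhibition of 50% or more in the single-dose primary screen; inactive means inhibition below 50%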
m-calpain inh: blocks pig calpain II enzyme activity | purified calpain II, fluorogenic peptide substrate, 30 min | inhibition, % at 16 µM | 220,000 tested, 0.37% active | AID 1236;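 active means inhibition above about 50%, limit read from the data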
EBV gp42 block: blocks Epstein-Barr virus glycoprotein 42 binding. 220,000 tested, 0.42% active. Fluorescence polarization binding assay, mP read-out. inhibition, % (tested at 21.74 µM). AID 1085; in the data active means inhibition above about 50%
Target sequence (Q1HVG2 whole entry, looked up): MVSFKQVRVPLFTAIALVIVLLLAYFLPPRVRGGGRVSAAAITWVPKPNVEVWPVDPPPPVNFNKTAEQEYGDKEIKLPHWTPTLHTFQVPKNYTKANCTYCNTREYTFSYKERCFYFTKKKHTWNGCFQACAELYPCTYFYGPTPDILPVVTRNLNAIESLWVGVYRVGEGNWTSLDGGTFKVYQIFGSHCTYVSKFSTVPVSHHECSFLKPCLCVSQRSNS
Runt-SMMHC FRET: Runt domain-CBFb-SMMHC interaction inhibition; inhibition, % at 20 µM; Cerulean-Runt/Venus-CBFb-SMMHC FRET ratio 530/480, 1 h; Q01196+Q13951; 220,000 tested, 0.74% active; AID 1434;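 active means mean inhibition across duplicate retests at 20 µM reaching about 50%, limit read from the data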;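 further: 0% = DMSO wells and 100% = wells with excess untagged CBFb-SMMHC; inhibitors lower the FRET ratio by blocking Runt binding to CBFb-SMMHC; some results filed as inactive read as strong as hits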
An asterisk follows results filed as active; i = inactive; · = no result given; [ ] = remark or other dose.

canonical_smiles	Runt-CBFb FRET	Furin inhibitor	p47phox inh	p97 inhibitor	RBBP9 inhibitor	Tb hexokinase	m-calpain inh	EBV gp42 block	Runt-SMMHC FRET
N#Cc1ccc(CSc2ncnc3c2cnn3Cc2ccccc2)cc1	-5	-25	-4	-5	-7	2	-40	-6	-1
COc1nc(Oc2ccc(/C=N/O)cc2)nc(N(C)C)n1	-3	1[20 µM]	-25	-4	-2	4	-26	-10	-6
O=C(NCC(=O)N(Cc1ccco1)C(C(=O)NC1CCCCC1)c1cccnc1)c1cccs1 (centres undefined)	2	-8[20 µM]	-5	0	-7	-5	-22	-7	4
COc1ccc(C(C)=O)cc1COC(=O)CNC(=O)c1ccc(F)cc1	-1	-15	-14	4	-5	1	0	-21	2
CCC(CC)c1nc(C#N)c(NCc2ccccc2)o1	-3	-7	3	-3	12	0	11	-13	3
Cc1cc(Cl)nc(-c2ccccc2O)n1	0	-28	-9	1	-4	-12	-2	-13	1
CCOC(=O)Cc1csc(Nc2c(C)n(C)n(-c3ccccc3)c2=O)n1	-1	-21	-7	1	2	2	8	-11	4
COc1cc2c(cc1OC)C(C1C(=O)CCCC1=O)N(C(=O)CCl)CC2 (centres undefined)	6	-13	-13	4	7	22	-54	-15	16
CSc1ccccc1-n1nnnc1SCC(=O)Nc1cc(C)ccc1C	-2	-15[20 µM]	-5	-3	-4	2	-8	6	5
COC(=O)c1cn(Cc2ccccn2)c(=O)c2ccccc12	1	-20	-1	6	3	-5	-1	-7	0
COc1cccc(NC(=O)c2ocnc2C)c1	-1	-5	-11	-5	-5	-3	-12	-12	-2
Cn1c(=O)c2ncn(CC(=O)N=Nc3c(O)[nH]c4ccccc34)c2n(C)c1=O	-2	-15	-9	3	-1	-12	21	-19	-6
COc1cc2c(cc1OC)CN(CC(=O)Nc1ccc3c(c1)OCO3)CC2	·	-8[20 µM]	-2	4	3	3	23	-25	0
Cc1ccccc1OC(=O)C1C(c2ccccc2)C(C(=O)O)C1c1ccccc1 (centres undefined)	0	-15[20 µM]	-4	2	-1	-12	6	-7	2
COc1ccc(CCNC(=O)c2cc(=O)n(C)c(=O)n2C)cc1OC	·	-10	0	-3	-6	5	1	-4	-3
Cc1ccc(-n2nc(C)c3c2NC2=C(C(=O)CC(C)(C)C2)C3c2ccccc2OCC(=O)O)cc1 (centres undefined)	-4	-34	5	1	-1	-7	i	-1	-6
O=C(CCN1CCOCC1)c1ccc(Cl)cc1	14	-28	-3	7	-3	1	-20	-6	10
CC(=O)NCCc1ccc(S(=O)(=O)N2CCOCC2)cc1	0	-33	-7	6	-5	7	13	-11	0
Cc1nn(CC(=O)c2ccccc2)c(=O)c2nn(-c3ccccc3F)c(C)c12	-4	-9	3	-5	1	29	22	2	1
Cc1noc(C(=O)Nc2cccnc2)c1Cl	2	-18	-6	-1	-6	-4	-14	-6	3
Cc1onc(-c2ccccc2Cl)c1C(=O)NC(=S)Nc1ccc(C(C)C)cc1	2	-5	-8	3	2	-5	16	-4	-5
Cc1ccc(-n2c(C)cc(C(=O)COC(=O)c3ccc[nH]c3=O)c2C)cc1C	-2	-3	-1	-2	-10	-7	16	-10	-5
O=C(NCc1cccc(C(F)(F)F)c1)c1cc(Cl)cc(Cl)c1	-2	-8[20 µM]	-4	-2	-2	1	11	-15	0
COc1ccc(NC(=O)CN2CCN(c3nc(-c4cccc(OC)c4)cs3)CC2)cc1	-2	-15[20 µM]	-26	-3	-3	-15	11	-16	4
Cc1cc(C)n(C(=O)CNc2ccc(C)c(C)c2)n1	-1	-3[20 µM]	-5	-5	-1	2	-8	-1	2
CS(=O)(=O)N(Cc1ccccc1)c1ccc(C(=O)NCCSCc2ccco2)cc1	2	-3[20 µM]	-17	-6	-6	-2	13	-5	1
O=C(NCC1CCCO1)c1cc2ccccc2nc1Cl (centres undefined)	1	-26	-12	3	-5	5	-13	-4	-2
Cc1noc(C)c1C(=O)N1CCC(C(=O)c2ccc(F)cc2F)CC1	-1	-19	-5	11	0	1	-4	-17	-5
Cc1ccc(Cl)cc1NC(=S)N/N=C/c1cccc2ccccc12	1	-4	-30	-3	-23	-25	14	-7	7
COC(=O)c1c(NC(=O)CSc2nnnn2-c2ccccc2)sc2c1CCC(C(C)(C)C)C2 (centres undefined)	0	-7[20 µM]	-115	3	-1	-10	-193	-18	0
CCS(=O)(=O)Nc1cccc(C2=NN(C(C)=O)C(c3cccs3)C2)c1 (centres undefined)	-1	-4	2	-1	-1	8	17	2	-1
Cc1ccc(Cl)c(OCC(=O)Nc2sc(C)c(C)c2C#N)c1	0	-12	-39	1	5	6	5	-23	-6
CC1CCN(S(=O)(=O)c2ccc(N/N=C(/C#N)C(N)=O)cc2)CC1	-2	8[20 µM]	-9	-6	-7	-22	23	-4	9
Cc1sc2nc(C)n(/N=C/c3ccc(O)cc3O)c(=O)c2c1C	11	3	8	-1	2	-14	-3	-1	23
CC(C)c1ccc(N=C(N)N=C(N)N)cc1	0	-25	-13	3	-4	3	-8	-7	-1
COc1ccc(OC)c(-c2cc(C(=O)N3CCN(c4ncccn4)CC3)c3ccccc3n2)c1	-4	-1	1	2	-7	-16	-12	-3	-7
O=C(/C=C/c1ccncc1)c1cc(Cl)ccc1O	0	-18	-14	2	-13	-19	-19	5	3
CC(C)N1CCN(Cc2ccccc2-c2ccco2)CC1CCO (centres undefined)	0	-23	-2	6	-6	6	-24	4	2
O=C(CSc1nc(O)cc(=O)n1-c1ccccc1)NCc1ccccc1	0	-17	-16	-6	-4	9	-53	-9	1
COc1ccc(C(=O)Nc2cc([N+](=O)[O-])ccc2N2CCN(C)CC2)cc1	-1	-7[20 µM]	-3	0	2	-9	-2	-27	2
COc1cc(OC)c(NC(=O)c2ccccc2F)cc1Cl	-1	-23	-12	5	3	-4	-68	-10	-1
Cc1c(C(=O)C(=O)N2CCCc3ccccc32)c2ccccc2n1C	1	-6	-3	3	-7	-27	7	-1	0
Cc1ccc(-c2ccc(C3C(C#N)=C(N)Oc4n[nH]c(C)c43)o2)cc1 (centres undefined)	3	-13[20 µM]	-9	7	0	-11	-31	10	-30
COc1ccc(NC(=O)Cc2ccc(C)c(C)c2)cc1Cl	-1	-11	4	2	-4	-5	-7	-12	-1
O=S(Cc1ccc(Cl)cc1)c1ncc(CO)n1Cc1ccccc1 (centres undefined)	0	-22	-13	3	-8	2	-3	-16	0
Cc1ccccc1NC(=O)CCCSc1nc2ccccc2s1	-4	-8	-20	-5	-12	5	37	-2	-4
COC(=O)c1[nH]c2ccccc2c1NC(=O)CN1CC(C)OC(C)C1 (centres undefined)	-1	-9[20 µM]	0	1	3	-4	-28	-23	2
CC12CCC(=O)N1C(C(=O)OCC(=O)Nc1cccc(S(=O)(=O)N3CCCCCC3)c1)CS2 (centres undefined)	-2	-19	3	-2	-2	-7	1	-6	2
COc1cc(NC(=O)c2ccc(Cl)cc2Cl)ccc1NC(=O)c1cccs1	2	-30	-9	4	-5	-9	-61	-18	2
Cc1ccc(CNC(=O)CO/N=C/c2ccc3c(c2)OCO3)cc1	-1	-19	-7	3	-5	5	-6	-12	-1
COc1cccc(NC(=S)N2CCN(C/C=C/c3ccccc3)CC2)c1	2	-10	-8	-4	1	-2	2	-2	-2
O=C(O)CSc1nnc(Nc2ccccc2)n1-c1ccccc1	0	-21	6	5	0	0	8	-14	0
COc1cc(OC)c(C(=O)Oc2ccc3c(c2)OCO3)cc1OC	-2	-33	-8	4	-9	-3	-10	-8	-10
COc1ccc(C(=O)O/N=C(/C)c2cccs2)cc1	0	-15[20 µM]	-6	-28	3	-1	5	0	-5
O=C(CSc1nncc2ccccc12)N1CCCCC1	-1	-28	6	4	-10	-1	-16	2	0
CCOc1ccc(S(=O)(=O)N(CC(=O)O)c2ccccc2)cc1	1	-7	-8	-3	-1	6	-25	-14	4
NCC(=O)Nc1ccc(Cl)cc1C(=O)c1ccc[nH]1	0	2	-15	2	-15	-20	21	-14	0
Nc1c(-c2ccccc2)c(CN2CCOCC2)nn1-c1ccc(C(=O)O)cc1	-1	0	-2	-6	-9	37	9	-15	1
O=C(Nc1ccc(C(=O)Oc2ccccc2)c(O)c1)c1ccccc1	-1	-37	-8	5	-20	8	-34	-26	0
CCCCCOC(=O)CSc1n[nH]c(=O)[nH]c1=O	0	-8[20 µM]	-8	1	-4	-3	-27	-11	-4

(listing goes on)
canonical_smiles	Runt-CBFb FRET	Furin inhibitor	p47phox inh	p97 inhibitor	RBBP9 inhibitor	Tb hexokinase	m-calpain inh	EBV gp42 block	Runt-SMMHC FRET
O=C(C1CCC(=O)N1C1CCCCC1)N1CCN(c2ccc(F)cc2)CC1 (centres undefined)	10	-27	-6	-2	3	-9	6	-8	3
CCC1CCCCN1C(=O)CN1C(=O)CSC1=O (centres undefined)	1	-13[20 µM]	7	-5	2	1	21	2	-1
O=C(CCSc1ccccc1)NCCN1CCOCC1	8	-13[20 µM]	-6	3	-3	-4	-6	-10	6
COc1ccc(C2CC(=O)c3cnc(NC(=O)c4ccccc4OC)nc3C2)c(OC)c1 (centres undefined)	-10	9[20 µM]	-64	8	-17	-7	-223	1	0

A second format for some results above.
CCS(=O)(=O)Nc1cccc(C2=NN(C(C)=O)C(c3cccs3)C2)c1 (centres undefined)
  Runt-CBFb FRET = -1	Furin inhibitor = -4	p47phox inh = 2	p97 inhibitor = -1	RBBP9 inhibitor = -1	Tb hexokinase = 8	m-calpain inh = 17	EBV gp42 block = 2	Runt-SMMHC FRET = -1
Cc1ccc(Cl)c(OCC(=O)Nc2sc(C)c(C)c2C#N)c1
  Runt-CBFb FRET = 0	Furin inhibitor = -12	p47phox inh = -39	p97 inhibitor = 1	RBBP9 inhibitor = 5	Tb hexokinase = 6	m-calpain inh = 5	EBV gp42 block = -23	Runt-SMMHC FRET = -6
CC1CCN(S(=O)(=O)c2ccc(N/N=C(/C#N)C(N)=O)cc2)CC1
  Runt-CBFb FRET = -2	Furin inhibitor = 8[20 µM]	p47phox inh = -9	p97 inhibitor = -6	RBBP9 inhibitor = -7	Tb hexokinase = -22	m-calpain inh = 23	EBV gp42 block = -4	Runt-SMMHC FRET = 9

Screening results: PubChem, several laboratories
